Assay outcomes from PubChem.
Vif-APOBEC3G blk – qHTS for Inhibitors of Vif-A3G Interactions: qHTS | DNA dC->dU-editing enzyme APOBEC-3G (Homo sapiens), Q9HC16 | HeLa A3G-eYFP + Vif (tagged APOBEC3G with the HIV-1 protein that degrades it), YFP fluorescence, overnight | Potency, µM (doses to about 46.1 µM), for the others: top-dose activity, negative = active, hits mostly inhibitors | actives 0.076% (n = 410,000) | AID 602310, 2012;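 further: on the % scale 0 is the no-effect control and ±100 the full control effect; nearly all actives have a fitted effect of over 60% in size; hits raise eYFP signal because A3G escapes Vif-driven loss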
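HeLa cells stably expressing Vif and C-terminally eYFP-tagged A3G, seeded overnight at 37 deg C, then exposed to compound by pintool overnight at 37 deg C. Rise in yellow fluorescence (Ex 488/Em 500-530, Acumen) marks blocked Vif-driven A3G degradation.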
USP1 inh – Inhibitors of USP1/UAF1: Primary Screen; recombinant USP1/UAF1, Ub-Rhodamine cleavage fluorescence; AID 743255, 2014; actives 0.23% (n = 390,000); Ubiquitin carboxyl-terminal hydrolase 1 (Homo sapiens), O94782; Potency, µM (doses to about 57.1 µM), without a hit: at the top dose activity change, negative = inhibition, actives largely listed as inhibitors; further: on the % scale 0 is the no-effect control and ±100 the full control effect; nearly all actives have a fitted effect of over 60% in size; inactives centre near -12
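In this screen, compounds sit with the deubiquitinase complex (1nM) for 15 min at room temperature before Ub-Rho is added at 150nM final. Fluorescence rise is then followed for 6 reads every 60 seconds.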
rTrxR1 inhibitor – qHTS Assay for Inhibitors of Mammalian Selenoprotein Thioredoxin Reductase 1 (TrxR1): qHTS; recombinant rTrxR1, NADPH fluorescence consumption, selenite substrate; Potency, µM (doses to about 114 µM), inactives show at the top dose activity change, negative = inhibition, actives largely listed as inhibitors; actives 1% (n = 390,000); AID 588453, 2011; further: on the % scale 0 is the no-effect control and ±100 the full control effect; nearly all actives have a fitted effect of over 65% in size
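Rat TrxR1 (90 nM in the dispensed reagent) was pre-reduced with 400 uM NADPH for 5 min at room temperature, then incubated with compound for 15 min. After 400 uM selenite was added, NADPH fluorescence (Ex 340/Em 450 nm) was followed for 8 min.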
RGS4 inh – Inhibitors of Regulator of G Protein Signaling (RGS) 4: qHTS. Regulator of G-protein signaling 4 (Homo sapiens), P49798. Transcreener GDP fluorescence polarization, RGS4-accelerated GTP hydrolysis. Potency, µM (titrated, usually from 114 µM), for the others: top-dose activity change, negative = inhibition, most hits filed as inhibitors. actives 0.039% (n = 390,000). AID 504845, 2011; further: on the % scale 0 is the no-effect control and ±100 the full control effect; nearly all actives have a fitted effect of over 75% in size; some results filed as inactive show a strong effect at the top dose
Target sequence (P49798 whole entry, looked up): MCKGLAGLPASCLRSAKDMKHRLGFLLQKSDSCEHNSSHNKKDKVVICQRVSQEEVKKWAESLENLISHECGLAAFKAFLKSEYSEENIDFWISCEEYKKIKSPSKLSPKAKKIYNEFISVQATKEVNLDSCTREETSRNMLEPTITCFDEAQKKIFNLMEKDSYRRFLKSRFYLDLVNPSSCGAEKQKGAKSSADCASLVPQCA
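MLSMR compounds (23 nl, pin-transferred) preincubated 10 min at room temperature with a 500nM (2x) first reagent, then RGS4 at 900nM (2x) plus Transcreener GDP mix added; fluorescence polarization (620/688 nm) read before and after 90 min at 30 °C.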
IDH1 R132H inh – qHTS for Inhibitors of mutant isocitrate dehydrogenase 1 (IDH1): qHTS; actives 0.093% (n = 390,000); Potency, µM (top dose mostly 76.6 µM), for inactives: top-dose activity change, negative = inhibition, usual class: inhibitors; IDH1-R132H enzyme, NADPH consumption, diaphorase/resazurin fluorescence; further: on the % scale 0 is the no-effect control and ±100 the full control effect; nearly all actives have a fitted effect of over 65% in size
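IDH1-R132H (0.5 ug/mL dispensed) in pH 7.5 Tris buffer was preincubated 30 min with compound, then given a substrate mix of 0.016 mM NADPH and 2 mM alpha-KG for 80 min at room temperature; remaining NADPH was read by diaphorase/resazurin fluorescence.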
Vif-APOBEC3F blk – qHTS for Inhibitors of Vif-A3F Interactions: qHTS; HeLa A3F-eYFP + Vif (tagged APOBEC3F with the HIV-1 protein that degrades it), YFP fluorescence increase; Potency, µM (doses to about 46.1 µM), for the others: at the highest dose activity, negative = active; actives 0.2% (n = 390,000); further: % of control where 0% means no effect; nearly all actives have a fitted effect of over 65% in size
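HeLa cells stably expressing A3F-eYFP plus Vif, plated and incubated overnight at 37 deg C, then exposed to compounds overnight at 37 deg C. Blocked degradation read as raised yellow fluorescence (Ex 488/Em 500-530).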
RXFP1 ag – qHTS Assay for Agonists of the Relaxin Receptor RXFP1. Potency, µM (top dose mostly 57.5 µM), for inactives: at the top dose activation, actives largely listed as activators. actives 0.3% (n = 370,000). HEK293T-RXFP1 cAMP TR-FRET, 30 min; response scale: percent of porcine relaxin response, buffer zero. AID 2676, 2010. Relaxin receptor 1 (Homo sapiens), Q9HBX9; further: on the % scale 0 is the no-effect control and ±100 the full control effect; nearly all actives have a fitted effect of over 60% in size; many of its hits are not listed in these tables
Target sequence (Q9HBX9 whole entry, looked up): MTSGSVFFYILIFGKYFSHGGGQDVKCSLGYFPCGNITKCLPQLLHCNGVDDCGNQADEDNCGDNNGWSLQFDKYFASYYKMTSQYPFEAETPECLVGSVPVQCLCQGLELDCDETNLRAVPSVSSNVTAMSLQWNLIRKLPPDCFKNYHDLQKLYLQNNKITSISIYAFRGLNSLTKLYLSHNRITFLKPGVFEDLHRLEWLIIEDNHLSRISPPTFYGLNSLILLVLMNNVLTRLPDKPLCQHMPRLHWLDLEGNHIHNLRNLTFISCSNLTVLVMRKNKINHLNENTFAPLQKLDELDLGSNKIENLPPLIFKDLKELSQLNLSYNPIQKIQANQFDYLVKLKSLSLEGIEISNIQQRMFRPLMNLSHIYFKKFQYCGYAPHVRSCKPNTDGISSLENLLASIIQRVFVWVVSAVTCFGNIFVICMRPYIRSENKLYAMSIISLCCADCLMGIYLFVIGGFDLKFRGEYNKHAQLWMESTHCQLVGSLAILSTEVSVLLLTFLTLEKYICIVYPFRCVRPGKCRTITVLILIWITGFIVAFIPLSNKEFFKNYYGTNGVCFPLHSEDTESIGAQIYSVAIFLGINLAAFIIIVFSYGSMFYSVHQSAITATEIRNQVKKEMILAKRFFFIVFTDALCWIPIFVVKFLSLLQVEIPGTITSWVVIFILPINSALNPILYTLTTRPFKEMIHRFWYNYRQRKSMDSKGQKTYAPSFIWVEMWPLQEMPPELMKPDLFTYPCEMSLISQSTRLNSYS
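cAMP rise read by TR-FRET after 30 min, 37C compound exposure (up to 58 uM) in RXFP1-transfected HEK293 cells with Ro 20174 present. EC50 from Hill-equation fits, with 29 nM porcine relaxin as 100% and buffer as basal.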
12-LOX inh – Primary qHTS assay for inhibitors of human arachidonate 12S-lipoxygenase (ALOX12): Round 2; Polyunsaturated fatty acid lipoxygenase ALOX12 (Homo sapiens), P18054; purified 12hLO, xylenol orange hydroperoxide absorbance; Potency, µM (highest dose often 108 µM), without a hit: top-dose activity change, negative = inhibition, actives largely listed as inhibitors; actives 1.1% (n = 580,000); AID 1671190, 2021; further: on the % scale 0 is the no-effect control and ±100 the full control effect
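Hydroperoxide product was detected by ferrous iron/xylenol orange as the 573 to 405 nm absorbance ratio. Arachidonic acid at 40 uM (final) was turned over for 30 min at room temperature by 150 nM human 12hLO, pH 7.0 Hepes buffer, after 15 min compound preincubation.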
TrxR1 substrate – qHTS Assay for Substrates of Mammalian Selenoprotein Thioredoxin Reductase 1 (TrxR1): qHTS | purified TrxR1 substrate turnover, NADPH consumption readout | Thioredoxin reductase 1, cytoplasmic (Rattus norvegicus), O89049 | Potency, µM (highest dose often 114 µM), without a hit: at the highest dose activity change, negative = substrate turnover | AID 588456, 2011 | actives 0.01% (n = 390,000); further: on the % scale 0 is the no-effect control and ±100 the full control effect; nearly all actives have a fitted effect of over 50% in size
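Rat TrxR1, dispensed at 90 nM, was prereduced with 400 uM NADPH (final) for 5 min at ~22 deg C, then incubated with compound 15 min before 400 uM selenite. A first-read NADPH fluorescence drop versus no-compound background flagged substrates.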
Numbers without * were called inactive; ? = inconclusive; . = not tested or not shown; [ ] = another dose, or the depositor's remark. The call rests on the fitted dose curve; in most records, active means well fitted curve in the direction sought with a large enough effect; inconclusive means small, poorly fitted or top-dose-only effect, or another doubt; inactive means no such curve, though single readings can be large; an effect the other way counts as inactive or inconclusive. Potency means the concentration at half of the fitted maximal effect. The list is partial; rates above refer to the full screens.

SMILES | Vif-APOBEC3G blk | USP1 inh | rTrxR1 inhibitor | RGS4 inh | IDH1 R132H inh | Vif-APOBEC3F blk | RXFP1 ag | 12-LOX inh | TrxR1 substrate
CN(C)C(=O)c1cc2cc([N+](=O)[O-])ccc2s1 | 0% | -19% | 19%[57.1 µM] | -41% | 8% | 10% | 0.1% | 13% | 1%[57.1 µM]
N#Cc1c(-c2cccs2)nc(SCC(=O)c2cccs2)[nH]c1=O | -14% | -7% | 6%[57.1 µM] | 18% | 5% | 1% | 7.4% | 10µM* | -9%
NC(=O)CSc1nnc(-c2ccc([N+](=O)[O-])cc2)o1 | 2% | -17% | 21%[57.1 µM] | -22% | 6% | -3% | 3.6% | 45%[activator] | -5%[57.1 µM]
Cc1cc(C)c2c(n1)SCC(=O)N2CC(=O)NCCC1=CCCCC1 | 1% | -24% | 26% | -16% | 1% | 4% | -0.1% | 14% | 2%
O=C(C1COc2ccccc2O1)N1CCN(c2nc3c(F)cccc3s2)CC1 (stereo not given) | -1% | 0% | 1%[57.1 µM] | -1% | -6% | 2% | 1.3% | ? | -5%[57.1 µM]
Cn1c(=O)c2cc(S(=O)(=O)NCCC(=O)Nc3ccc(Cl)cc3)ccc2n(C)c1=O | -2% | -1% | 1% | ? | 11% | -4% | -1.9% | -16% | -6%
O=C(COC(=O)c1sc2cc(F)ccc2c1Cl)Nc1ncc(Cl)cc1Cl | 0% | -2% | -1% | -18% | 8% | 0% | 2.8% | 4% | -12%
C=CCn1c(SCCN2CCCC2)nc2c([nH]c3ccccc32)c1=O | 1% | -9% | 14%[57.1 µM] | 13% | 19% | -6% | 0.5% | -9% | 7%[57.1 µM]
NS(=O)(=O)c1ccc(CNC(=O)c2cc(-c3cccs3)nc3ccccc23)cc1 | -1% | -2% | 19% | 27%[11.4 µM] | -19% | 2% | -2.0% | ? | 41%[activator]
COc1ccc(CNC(=O)c2ccc[nH]2)cc1Cl | -4% | -12% | 8%[57.1 µM] | -25% | 1% | 0% | 3.2% | -7% | 7%[57.1 µM]
NC(=O)C(c1ccccc1)c1ncc(C(F)(F)F)cc1Cl (stereo not given) | -4% | -10% | -10% | 27% | 15% | 6% | -2.2% | -8% | -8%
COc1ccc(NC(=O)CN(C)CC(=O)Nc2ccc(N3CCOCC3)cc2)c([N+](=O)[O-])c1 | 4% | -9% | -8% | 6% | 2% | -16% | 1.6% | 2% | -10%
Cc1cccc(NC(=O)COC(=O)c2ccccn2)c1 | -11% | -17% | 11% | 6% | -5% | -8% | -0.7% | 12% | 5%
COc1cccc(/C=C/C(=O)OCC(=O)c2c[nH]c3ccccc23)c1 | -3% | -20% | 14% | 13% | 7% | -3% | 0.1% | 6% | 4%
CCOc1ccc(CN2CCN(c3ncnc4sc5c(c34)CC(C)CC5)CC2)cc1 (stereo not given) | -2% | -8% | 4% | -12% | 10% | -3% | 5.2% | -12% | 6%
Cc1ccccc1C(=O)N1CCC(C(=O)Nc2cc(C(F)(F)F)ccc2N2CCCC2)CC1 | -1% | -14% | -10% | -21% | -3% | 7% | 0.5% | -17% | -8%
Cc1ccccc1-n1cnc2c(sc3nc(N4CCOCC4)c4c(c32)CCCC4)c1=O | 1% | -26% | 32%[57.1 µM] | -21% | -5% | 6% | 1.6% | ? | 9%[57.1 µM]
COc1ccc2nc(N3C(=O)CNC3=S)sc2c1 | -3% | -12% | 21%[57.1 µM] | -18% | -6% | 1% | 0.6% | 24% | -10%
COC(=O)c1ccc(Cn2c(C)cc(C)[n+]2C)o1 | -1% | -11% | -1% | -41% | 1% | . | -0.1% | 0%[57.4 µM] | 0%
O=C(OC1CSc2nc3ccccc3n2C1)c1ccco1 (stereo not given) | 0% | -16% | -7% | -25% | 5% | -5% | 1.4% | 0% | -7%
CCOc1ccc(NC(=O)/C=C/c2ccccc2)c([N+](=O)[O-])c1 | -24% | -5% | 21%[57.1 µM] | 21% | 6% | ? | 0.6% | -14% | 13%[57.1 µM]
C=CCn1c(SCC(=O)NC2CCCC2)nnc1-c1cccnc1 | 0% | -12% | -13% | 35% | 6% | 1% | 0.6% | -10% | -8%
Cc1oc(-c2cccc(Cl)c2)nc1CS(=O)(=O)CC(=O)NC1CC1 | 1% | -10% | ? | -12%[11.4 µM] | 8% | 3% | -0.1% | -9% | 13%
Cc1[nH][nH]c(=O)c1C(c1ccc(Br)cc1)c1c(C)[nH][nH]c1=O | 2% | -5% | -8% | ? | -7% | -2% | 2.2% | 0% | 0%
COc1ccc(-c2nnc(SCCc3ccccc3)n2N)cc1 | 1% | 1% | 11%[57.1 µM] | 14%[11.4 µM] | 5% | 6% | 0.9% | 0% | 9%[57.1 µM]
(list continues)
SMILES | Vif-APOBEC3G blk | USP1 inh | rTrxR1 inhibitor | RGS4 inh | IDH1 R132H inh | Vif-APOBEC3F blk | RXFP1 ag | 12-LOX inh | TrxR1 substrate
Cc1ccc2c(cnn2C(=O)CCC(=O)NC2CCCC2)c1 | 2% | 1% | -13%[57.1 µM] | 13% | -2% | -5% | 4.5% | 45%[activator] | 4%[57.1 µM]
O=C(CC12CC3CC(CC(Br)(C3)C1)C2)NC1=NCCS1 | -2% | -6% | 9%[57.1 µM] | -28% | 2% | 7% | 1.7% | ? | 5%[57.1 µM]
CCOC(=O)CNC(=O)c1ccc2[nH]c3c(c2c1)CCCC3 | 0% | ? | -6% | 2% | 1% | -6% | 0.7% | -23%[57.4 µM] | 9%
CCCN1Cc2cccc(C(=O)NCc3ccccc3)c2C1=O | -9% | -2% | 14% | 23% | -2% | -4% | -1.8% | 6% | -7%
Nc1cc(=O)[nH]c(SCCSc2ccc(F)cc2)n1 | -7% | -9% | 1% | 27% | -1% | -9% | -1.5% | -15% | 1%
COc1ccc(C(=O)c2nc3c(n2O)CCCCC3)cc1 | 1% | -2% | -7%[57.1 µM] | 5% | 1% | 3% | -0.8% | ? | -2%[57.1 µM]
CC(C)n1ncc2c(C(=O)Nc3ccc(S(C)(=O)=O)cc3)cc(C3CC3)nc21 | -5% | -20% | 8% | 9% | 4% | 3% | -0.7% | 4% | -3%
Cc1ccccc1-c1cc(C(=O)NCc2cccc(C(F)(F)F)c2)nn1CC1CC(c2cccc([N+](=O)[O-])c2)=NO1 (stereo not given) | 1% | -35% | 11%[57.1 µM] | 11% | -12% | 1% | -0.5% | 1% | -1%[57.1 µM]
FC(F)(F)c1ccccc1NC(=S)NN=C1CCCCCC1 | ? | -5% | -31% | -40% | -12% | 6.3µM* | -3.5% | ? | 0%
CCCCC(=O)NC(NC(=O)CCCC)c1ccc(OCCC)c(OC)c1 | 1% | 4% | 21% | 13% | 2% | -17% | 6.2% | -20% | 3%
CCOC(=O)c1sc(-c2ccccc2)cc1N | -2% | -28% | 18% | -9% | 7% | -13% | 3.7% | -8% | 13%
O=C(NCc1cccnc1)NC1(c2ccccc2)CC1 | 3% | ? | 17% | 20% | 0% | -7% | -0.1% | -7% | 8%
COc1ccc(-c2noc(CN(C)S(=O)(=O)c3ccc(C)cc3)n2)cc1 | 5% | -10% | 15% | 3% | 4% | . | 1.2% | -13% | -6%

A different layout for 4 compounds above:
Cn1c(=O)c2cc(S(=O)(=O)NCCC(=O)Nc3ccc(Cl)cc3)ccc2n(C)c1=O
- Vif-APOBEC3G blk: -2%
- USP1 inh: -1%
- rTrxR1 inhibitor: 1%
- RGS4 inh: ?
- IDH1 R132H inh: 11%
- Vif-APOBEC3F blk: -4%
- RXFP1 ag: -1.9%
- 12-LOX inh: -16%
- TrxR1 substrate: -6%

O=C(COC(=O)c1sc2cc(F)ccc2c1Cl)Nc1ncc(Cl)cc1Cl
- Vif-APOBEC3G blk: 0%
- USP1 inh: -2%
- rTrxR1 inhibitor: -1%
- RGS4 inh: -18%
- IDH1 R132H inh: 8%
- Vif-APOBEC3F blk: 0%
- RXFP1 ag: 2.8%
- 12-LOX inh: 4%
- TrxR1 substrate: -12%

C=CCn1c(SCCN2CCCC2)nc2c([nH]c3ccccc32)c1=O
- Vif-APOBEC3G blk: 1%
- USP1 inh: -9%
- rTrxR1 inhibitor: 14%[57.1 µM]
- RGS4 inh: 13%
- IDH1 R132H inh: 19%
- Vif-APOBEC3F blk: -6%
- RXFP1 ag: 0.5%
- 12-LOX inh: -9%
- TrxR1 substrate: 7%[57.1 µM]

NS(=O)(=O)c1ccc(CNC(=O)c2cc(-c3cccs3)nc3ccccc23)cc1
- Vif-APOBEC3G blk: -1%
- USP1 inh: -2%
- rTrxR1 inhibitor: 19%
- RGS4 inh: 27%[11.4 µM]
- IDH1 R132H inh: -19%
- Vif-APOBEC3F blk: 2%
- RXFP1 ag: -2.0%
- 12-LOX inh: ?
- TrxR1 substrate: 41%[activator]
